KCNH2 WT inh: KCNH2 (human, wildtype) channel inhibition. Q12809. U2OS, BacMam KCNH2, thallium flux FluxOr; stronger effect = lower value. activity change, % at 1.84 µM. 340,000 tested, 0.37% active. AID 720551;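 active = maximum activity change below -70%; inconclusive = maximum activity change between -70% and -50%; inactive = maximum activity change above -50%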; also: % is scaled to controls: 0 for no effect and ±100 for the full control effect
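U2OS cells were transduced with wild-type KCNH2 virus (2.03 x 10^8 / mL) for 4 h at room temperature, then cultured overnight at 37 C. Thallium flux was read with FluxOr dye. Rate constants were normalized to DMSO controls.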
Giardia kill: Giardia lamblia killing; Giardia lamblia trophozoite viability; activity change, % at 7.66 µM, hits read low; 340,000 tested, 0.15% active; AID 540267; in the data active = activity change below about -80%; inconclusive = between about -30% and that limit;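 also: parasites exposed to compound for two days anaerobically before the ATP read; % is scaled to controls: 0 for no effect and ±100 for the full control effect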
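Trophozoites 100 cells/well + cpd; 48 hrs, 37 deg C, anaerobic. ATPLite 1-Step added, 15-30 min RT, luminescence read (ATP-based viability).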
Tb PFK inh: T. brucei PFK enzyme inhibition; O15648; T. brucei PFK, ADP-Glo luminescence; Potency, µM (highest dose often 57.5 µM), inactives show at the highest dose activity, negative = inhibition, hits mostly inhibitors; 330,000 tested, 0.17% active; AID 485367;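 also: potency is read from the fitted curve at half-maximal effect; 0% = uninhibited 1x PFK enzyme wells and -100% = no-enzyme wells; nearly all actives have a fitted effect of over 60% in size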
Target sequence (O15648 whole entry, looked up): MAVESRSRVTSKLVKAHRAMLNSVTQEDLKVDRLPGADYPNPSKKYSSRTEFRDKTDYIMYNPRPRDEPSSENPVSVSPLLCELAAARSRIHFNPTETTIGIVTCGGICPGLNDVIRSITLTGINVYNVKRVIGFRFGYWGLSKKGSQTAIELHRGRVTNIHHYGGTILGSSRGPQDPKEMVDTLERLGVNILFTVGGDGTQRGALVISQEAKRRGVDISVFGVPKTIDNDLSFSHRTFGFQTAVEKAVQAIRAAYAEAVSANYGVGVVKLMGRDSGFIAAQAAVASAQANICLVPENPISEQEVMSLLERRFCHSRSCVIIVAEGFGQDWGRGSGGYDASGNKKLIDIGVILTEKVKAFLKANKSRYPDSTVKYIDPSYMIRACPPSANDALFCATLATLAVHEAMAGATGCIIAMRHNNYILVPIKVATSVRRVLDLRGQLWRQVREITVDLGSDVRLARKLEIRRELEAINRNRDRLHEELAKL
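Luminescent ADP detection (ADP-Glo, two-step: ATP depletion then ADP-to-ATP conversion for luciferase) reported PFK activity after 45 min room-temperature reaction of 1.25 nM enzyme with 0.5 mM F6P and 0.1 mM ATP at pH 8.0.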
Coupling enz: inhibits coupling enzyme system, counter-screen for aldolase hits. activity change, negative = inhibition, % at 58.2 µM, hits read low. 290,000 tested, 0.67% active. coupling enzyme system counterscreen, AmpLite Red fluorescence. AID 2472; in the data active = activity change below about -30%; also: % is scaled to controls: 0 for no effect and ±100 for the full control effect
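Final compound at 57.5 uM, incubated 10 min at RT with coupling enzyme reagent (glyceraldehyde-3-phosphate), then 20 min with substrate and AmpLite Red detection. Fluorescence read at 525/598 nm; tests interference with the coupling assay, not aldolase inhibition.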
TSHR antag: blocks TSH signaling through the human TSH receptor | TSHR-expressing cells, TSH-stimulated cAMP HTRF, 2 h; stronger effect = lower value | activity change, negative = inhibition, % at 11.5 µM | 330,000 tested, 0.2% active | AID 504810;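 active = activity change below a set negative limit, meaning inhibition stronger than a set level, cut at about -70% in these data; inconclusive = activity change between two set negative limits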; also: % is scaled to controls: 0 for no effect and ±100 for the full control effect
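Inhibition of cAMP made by TSHR-expressing cells under TSH stimulation (4nM final, EC80; 2 h, 37 deg C) is quantified with a one-step lysis HTRF kit, anti-cAMP cryptate versus cAMP-d2.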
GALK inh: galactokinase (human) inhibition; Purified GALK, Kinase-Glo residual ATP luminescence; Potency, µM (series often up to 57.5 µM), without a hit: top-dose activity change, negative = inhibition, hits mostly inhibitors; 270,000 tested, 0.007% active; also: potency is read from the fitted curve at half-maximal effect; % is scaled to controls: 0 for no effect and ±100 for the full control effect
Target sequence (P51570 whole entry, looked up): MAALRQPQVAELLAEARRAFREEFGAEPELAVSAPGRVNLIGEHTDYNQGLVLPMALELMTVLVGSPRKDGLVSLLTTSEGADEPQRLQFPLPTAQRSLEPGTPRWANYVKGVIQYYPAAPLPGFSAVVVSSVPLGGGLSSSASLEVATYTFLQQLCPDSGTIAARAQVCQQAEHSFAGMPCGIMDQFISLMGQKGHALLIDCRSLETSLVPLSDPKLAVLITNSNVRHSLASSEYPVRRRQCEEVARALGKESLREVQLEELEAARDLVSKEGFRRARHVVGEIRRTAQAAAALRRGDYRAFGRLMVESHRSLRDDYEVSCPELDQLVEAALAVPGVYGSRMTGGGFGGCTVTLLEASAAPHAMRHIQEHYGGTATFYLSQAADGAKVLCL
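ATP-depletion format; final 35 uM ATP, 100 uM D-galactose, 5 nM enzyme; pH 8.0 HEPES/Mg2+ buffer; 60 min RT; luminescence read 10 min after detection reagent.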
TCR act: T cell receptor activation; primary human leukocytes, anti-CD3, IL-2 HTRF, 48 h; Potency, µM (doses to about 9.22 µM), inactives show at the top dose activation of IL-2 secretion, hits mostly activators; 330,000 tested, under 10 active; AID 504894; also: % of control where 0% means no effect
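Compounds are tested in HTS on primary human leukocytes co-incubated with a-CD3 beads for 48 hr. IL-2 output is measured by time-resolved FRET.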
Chronic BCR inh: inhibitors of chronic active B-cell receptor signaling; 340,000 tested, 0.05% active; Potency, µM (top dose mostly 46.1 µM), for inactives: at the top dose ratio change, negative = lower green/red ratio, actives largely listed as inhibitors; ABC-DLBCL IkBa-CBG/CBR reporter, luminescence ratio, 4 h; active = well fitted inhibition curve with a large enough effect in the signal ratio, with a control signal flat, not every such curve was filed as active; inconclusive = small, poorly fitted or top-dose-only effect, or effect the other way, or a change in a side signal; the % refers to the signal ratio;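 also: potency is read from the fitted curve at half-maximal effect; plate controls were basal doxycycline-induced cells for no effect and cells given 10 µM MG132 for full effect; MG132 reads +100%, hits lower the ratio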
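TMD8 human ABC-DLBCL cells with doxycycline-inducible IκBα–green luciferase fusion and unfused red luciferase, in 0.5% FBS medium; compounds up to 46 uM, 4 h at 37C. Green/red luminescence ratio, filter-overlap corrected, fitted to concentration-response curves.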
CXXC DNA block: blocks binding of human MLL CXXC domain to DNA. Potency, µM (series often up to 115 µM), inactives show at the highest dose activity change, negative = inhibition, hits mostly inhibitors. 290,000 tested, 0.037% active. Q03164. MLL-CXXC / FITC-HOXA9 DNA fluorescence polarization; active = well fitted inhibition curve with a large enough effect in the polarisation, with a control signal flat, not every such curve was filed as active; inconclusive = small, poorly fitted or top-dose-only effect, or effect the other way, or a change in a side signal; inactive = no such curve, though single readings can be large or run the other way; the % refers to the polarisation; also: potency is read from the fitted curve at half-maximal effect
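Purified MLL-CXXC (added from a 7 uM solution) was preincubated 5 min at ambient with pinned compounds in 50 mM Tris-HCl pH 7.5, 50 mM NaCl, 1 mM DTT, 0.05% BSA. Fluorescein-labeled HOX-A9 DNA (50 nM solution) followed, 30 min, then polarization read.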
A-T KAP1 phos: potential ataxia-telangiectasia treatment; 320,000 tested, 0.19% active; Potency, µM (doses to about 57.5 µM), for the others: at the highest dose activation, usual class: activators; […] A-T fibroblasts, KAP-1 phosphorylation AlphaLISA; neocarzinostatin DNA damage 30 min before lysis; AID 485349; also: potency is read from the fitted curve at half-maximal effect; % of control where 0% means no effect; nearly all actives have a fitted effect of over 45% in size
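hTERT-immortalized A-T patient fibroblasts ([…]), 500 cells/well in OPTI-MEM, 1% FBS, got compounds for 60 min, then NCS for 30 min at 37C. Lysates were then assayed for phospho-KAP-1 by AlphaLISA (anti-pKAP1 donor, anti-KAP1 acceptor beads), 6 hr at 25C.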
The depositor's hits bear a star; ? = inconclusive; . = no result given; [ ] = another dose, or the depositor's remark. Unless noted, calls follow the shape of the dose curve; as a rule, active = well fitted curve in the direction sought with a large enough effect; inconclusive = small, poorly fitted or top-dose-only effect, or another doubt; inactive = no such curve, though single readings can be large; an effect the other way counts as inactive or inconclusive. No enrichment for hits; overall some 1.6% were active at least once.

SMILES	KCNH2 WT inh	Giardia kill	Tb PFK inh	Coupling enz	TSHR antag	GALK inh	TCR act	Chronic BCR inh	CXXC DNA block	A-T KAP1 phos
Cc1c(C(=O)N2CCC[C@H]2CO)oc2c(F)cccc12	0	-5	-1%	3	-14	-2%	-7%	?	-5%	1%
CSc1ccccc1OCc1cc(C(=O)NCCCn2nc(C)cc2C)no1	-14	42[activator]	-22%	0	-5	3%	12%	?	2%	-8%
COc1cc(/C=C/C(=O)OCC(=O)NC(=O)NC2CCCC2)ccc1OCC#N	15	-9	-5%	.	-9	.	4%	-14%	.	8%
Cc1ccc(C(C(=O)NCC2CCCO2)N(Cc2ccccc2)C(=O)c2ccc(-c3ccccc3)[nH]2)o1 (stereo not drawn)	-2	12	10%	-1	2	-3%	-4%[46.1 µM]	?	-3%	-8%
COc1ccc(CC(=O)NCc2nnc(SCCOc3ccccc3)n2C)cc1	1	10	-4%	0	-1	-1%	-2%	-3%	1%	8%
COc1ccccc1N1CCN(C(=O)CCCC2=NS(=O)(=O)c3ccccc3N2)CC1	-1	1	15%	1	-4	0%	4%[46.1 µM]	3%	9%	6%
COc1ccc2[nH]c(C(=O)NCc3ccccc3)c(C)c2c1	-5	6	1%	3	0	.	-4%	-1%	1%	-1%
COc1ccc(CCNC(=O)C2CC2)cc1OC	-8	3	1%	2	.	5%	-8%	1%	-1%	-27%
CCN(CC)S(=O)(=O)c1ccc2nc(NC(=O)c3ccco3)sc2c1	-10	5	-6%	8	-2	3%	-21%	?	20%	0%
CCOC(=O)c1c(NC(=O)CNC2CCCCC2)sc(C)c1C	6	-9	-22%	-1	27	5%	-2%	?	1%	21%
CN1CCN(C(=O)c2ccc(CS(=O)Cc3ccc(Cl)cc3)o2)CC1 (stereo not drawn)	4	-2	0%	.	3	-4%	0%	8%	?	9%
C[C@H](NC(=O)[C@H]1N2C(=O)c3ccccc3C2SC1(C)C)C(=O)N1CCCCC1 (stereo partly drawn)	5	45[activator]	1%	-9	-7	-7%	-5%	4%	4%	4%
COc1ccc2[nH]c(=O)c(CN(Cc3cccnc3)Cc3nnnn3CC3CCCO3)cc2c1 (stereo not drawn)	1	6	-13%	-7	12	-1%	1%	-12%	-15%	2%
CSc1ccc(/C=N/NC(=O)c2ccc(O)cc2)cc1	1	-1	-1%	2	31	-1%	-2%[46.1 µM]	?	0%	-3%
CCOC(=O)c1ccc(N2C(=O)CC(Nc3ccc(CCO)cc3)C2=O)cc1 (stereo not drawn)	2	0	-8%	2	-1	-1%	8%	7%	7%	5%
O=C(CSc1ncnc2c1nnn2Cc1ccccc1)NC1CCCCC1	-2	-10	-5%	-2	-8	-4%	2%	3%	3%	1%
CCOC(=O)c1c(NC(=O)COc2ccccc2OCC)sc2c1CC(C)(C)NC2(C)C	20	5	7%	.	3	.	0%	-1%	.	-2%
CCSc1nc2sc3c(c2c(=O)n1-c1ccccc1C)CCN(C)C3	2	-3	-12%	2	-3	-2%	-9%	?	5%	-8%
O=C(CSc1nnc(-c2ccccc2O)n1Cc1ccccc1)NNC(=O)c1ccccc1O	-3	5	2%	8	6	0%	5%[46.1 µM]	0%	1%	-7%
O=C(CC1N=C(Cc2ccccc2)NNC1=O)N/N=C/c1ccc([N+](=O)[O-])cc1 (stereo not drawn)	-2	19	0%	0	-1	-1%	-2%	6%	7%	2%
Cc1ccc(NS(=O)(=O)c2ccc3[nH]c(=O)sc3c2)cc1	-3	-13	1%	7	-8	-2%	5%	-12%	3%	3%
CN(CCC#N)C(=O)COC(=O)c1nn(-c2ccccc2)c(=O)c2ccccc12	13	23	6%	1	-3	-2%	2%	-10%	1%	-13%
CN(C)CCOc1ccc(Cl)cc1C(C)(C)C	-3	-11	0%	-7	12	0%	-2%	-28%	-11%	-4%
Cc1ccccc1CN1CCN(CC(=O)NCc2ccco2)C1=O	-6	-13	4%	2	5	1%	-2%	4%	12%	-3%
O=C(CCc1ccccc1)N=C1SC2CS(=O)(=O)CC2N1c1cccc(F)c1 (stereo not drawn)	9	19	1%	3	2	-2%	2%	0%	6%	-1%
Cc1ccc(CN2C(=O)CCC2(C)C(=O)NCc2cccnc2)cc1 (stereo not drawn)	-4	4	1%	-2	18	0%	5%	-8%	21%	0%
O=C1Nc2ccc([N+](=O)[O-])cc2C1=Nc1cccc(CO)c1	-4	-8	-2%	-33*	7	?	-8%	-3%	-7%	-9%
COc1ccc(/C(=N\O)c2nccc3cc(OC)c(OC)cc23)cc1OC	8	1	1%	2	4	0%	-4%	?	-3%	-1%
COc1ccc(CCn2c(C)c(C(C)=O)c(C(C)=O)c2C)cc1OC	12	-25	0%	0	1	10%	1%	3%	-5%	1%
CCC[C@H]1COCCS(=O)(=O)N1Cc1ccccc1F	-1	-3	-6%	2	5	.	-5%	1%	-5%	11%
Cc1ccc(C)n1CCN1CCN(C(=O)c2ccc(Cl)cc2)CC1	5	-11	5%	-8	-4	0%	-4%	6%	-1%	-8%
COC(=O)CNC(=O)c1ccccc1F	-3	3	-2%	0	-9	1%	-2%	6%	7%	.
CCN(CC)C(=O)C(=O)N/N=C/c1cccs1	7	-10	-1%	1	12	4%	2%	-5%	2%	4%
Cc1ccc(S(=O)(=O)Nc2cc3c4c(c2)C(C)C(=O)N4CCC3)cc1 (stereo not drawn)	1	-7	7%	.	19	.	-1%	-9%	.	6%
COCCCn1c(=O)c2ccccc2n(CC(=O)N2CCCc3ccccc32)c1=O	7	1	2%	-3	-4	-1%	1%	3%	0%	7%
COCc1cc(=O)[nH]c(/N=C(\N)Nc2ccc(Cl)c(Cl)c2)n1	5	9	-5%	6	-1	-1%	-3%	4%	-4%	7%
CCC(=O)c1cn(CC(=O)Nc2cccc(C)c2)c2ccccc12	-5	1	-1%	2	4	-1%	-7%	?	14%	22%
CCOc1ccc(Cc2c(C)[nH]c3ccc(C(=O)O)cc3c2=S)cc1	1	-21	5%	0	-3	-2%	6%	?	-7%	22%

A second format for 6 compounds above:
| SMILES | KCNH2 WT inh | Giardia kill | Tb PFK inh | Coupling enz | TSHR antag | GALK inh | TCR act | Chronic BCR inh | CXXC DNA block | A-T KAP1 phos |
| --- | --- | --- | --- | --- | --- | --- | --- | --- | --- | --- |
| COc1ccc2[nH]c(C(=O)NCc3ccccc3)c(C)c2c1 | -5 | 6 | 1% | 3 | 0 | . | -4% | -1% | 1% | -1% |
| CCOC(=O)c1ccc(N2C(=O)CC(Nc3ccc(CCO)cc3)C2=O)cc1 (stereo not drawn) | 2 | 0 | -8% | 2 | -1 | -1% | 8% | 7% | 7% | 5% |
| Cc1ccc(CN2C(=O)CCC2(C)C(=O)NCc2cccnc2)cc1 (stereo not drawn) | -4 | 4 | 1% | -2 | 18 | 0% | 5% | -8% | 21% | 0% |
| Cc1c(C(=O)N2CCC[C@H]2CO)oc2c(F)cccc12 | 0 | -5 | -1% | 3 | -14 | -2% | -7% | ? | -5% | 1% |
| COc1ccc(/C(=N\O)c2nccc3cc(OC)c(OC)cc23)cc1OC | 8 | 1 | 1% | 2 | 4 | 0% | -4% | ? | -3% | -1% |
| CCC(=O)c1cn(CC(=O)Nc2cccc(C)c2)c2ccccc12 | -5 | 1 | -1% | 2 | 4 | -1% | -7% | ? | 14% | 22% |

Compound activity (PubChem BioAssay)
